SNCA viab count – counter-screen for SNCA expression inhibitors: cell viability. HEK-293-SNCA-luc viability, GF-AFC fluorescence, 24 h. Potency, µM (series often up to 57.1 µM), for inactives: at the top dose activity change, negative = cytotoxicity, most hits filed as cytotoxic. 150,000 tested, 0.12% active;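 further: potency means the concentration at half of the fitted maximal effect; 0% = DMSO-treated cells and -100% = medium-only wells without cells; nearly all actives have a fitted effect of over 30% in size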
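HEK-293-SNCA-luc cells (1500/well) plated 24 h, then exposed 24 h to a dilution series; GF-AFC added 30 min at 37C, fluorescence 405/540 nm; normalised to medium-only and DMSO wells, Hill fit.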
NIH3T3 tox – kills NIH 3T3 cells; 94,000 tested, 4.3% active; Potency, µM (series often up to 96.7 µM), for the others: top-dose activity change, negative = cytotoxicity, actives largely listed as inhibitors; NIH 3T3 viability, CellTiter-Glo ATP luminescence, 48-72 h; AID 1345082; further: potency means the concentration at half of the fitted maximal effect; nearly all actives have a fitted effect of over 55% in size
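Luminescent ATP readout (CellTiter-Glo, 10 min RT) after 48 or 72 hr compound exposure of NIH 3T3 cells seeded at 400 cells/well in 1536-well format; quantitative HTS.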
SNCA expr inh – reduces expression of the alpha-synuclein gene | AID 1671194 | HEK-293 SNCA-luciferase knock-in, luminescence, 24 h | Potency, µM (top dose mostly 57.2 µM), for inactives: top-dose activity change, negative = inhibition, actives largely listed as inhibitors | 140,000 tested, 0.17% active;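 further: potency means the concentration at half of the fitted maximal effect; plate controls were DMSO cells for no effect and cell-free wells for full effect; nearly all actives have a fitted effect of over 45% in size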
IP6K1 inh – IP6K1 kinase inhibition. activity change, % (series mostly up to about 58 µM). IP6K1 kinase, ADP-Glo luminescence, 2 h; stronger effect = lower value. AID 1645851. 140,000 tested, 0.81% active; in the data active means activity change below about -25%
Target sequence (Q92551 whole entry, looked up): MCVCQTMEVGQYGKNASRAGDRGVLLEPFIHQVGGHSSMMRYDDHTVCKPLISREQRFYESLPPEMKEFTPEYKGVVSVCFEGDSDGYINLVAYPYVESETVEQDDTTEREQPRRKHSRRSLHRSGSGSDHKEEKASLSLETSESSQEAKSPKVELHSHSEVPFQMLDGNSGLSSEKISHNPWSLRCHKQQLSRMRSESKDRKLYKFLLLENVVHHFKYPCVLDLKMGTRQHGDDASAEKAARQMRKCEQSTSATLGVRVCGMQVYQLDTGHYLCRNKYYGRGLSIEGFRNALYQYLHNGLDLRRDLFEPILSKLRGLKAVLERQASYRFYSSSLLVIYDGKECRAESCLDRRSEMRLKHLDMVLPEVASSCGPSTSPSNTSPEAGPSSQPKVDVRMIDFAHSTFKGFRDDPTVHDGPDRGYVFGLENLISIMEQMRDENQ
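ADP-Glo luminescence measures ADP made by human IP6K1 during a 2 h RT reaction with ATP/IP6 (mix at 1.3 mM/130 uM); top library doses 57.5 and 19.1 uM final.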
HEK cytotox – kills HEK 293 cells | HEK 293 viability, ATP luminescence (CellTiter-Glo), 48-72 h | Potency, µM (doses to about 115 µM), without a hit: at the highest dose activity change, negative = cytotoxicity, hits mostly inhibitors | 94,000 tested, 6.6% active | AID 1345083; further: potency means the concentration at half of the fitted maximal effect; nearly all actives have a fitted effect of over 60% in size
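Cytotoxicity was scored by loss of ATP-coupled luminescence (CellTiter-Glo) in HEK 293 cells. Compound treatment ran 48 or 72 hr at 37 degree Celsius, 5% CO2, 95% humidity.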
FLuc inh – Photinus pyralis luciferase inhibition | P08659 | purified P. pyralis luciferase, luminescence, biochemical | Potency, µM (titrated, usually from 115 µM), inactives show top-dose activity change, negative = inhibition, most hits filed as inhibitors | 76,000 tested, 2.5% active; further: potency means the concentration at half of the fitted maximal effect; nearly all actives have a fitted effect of over 65% in size
Target sequence (P08659 whole entry, looked up): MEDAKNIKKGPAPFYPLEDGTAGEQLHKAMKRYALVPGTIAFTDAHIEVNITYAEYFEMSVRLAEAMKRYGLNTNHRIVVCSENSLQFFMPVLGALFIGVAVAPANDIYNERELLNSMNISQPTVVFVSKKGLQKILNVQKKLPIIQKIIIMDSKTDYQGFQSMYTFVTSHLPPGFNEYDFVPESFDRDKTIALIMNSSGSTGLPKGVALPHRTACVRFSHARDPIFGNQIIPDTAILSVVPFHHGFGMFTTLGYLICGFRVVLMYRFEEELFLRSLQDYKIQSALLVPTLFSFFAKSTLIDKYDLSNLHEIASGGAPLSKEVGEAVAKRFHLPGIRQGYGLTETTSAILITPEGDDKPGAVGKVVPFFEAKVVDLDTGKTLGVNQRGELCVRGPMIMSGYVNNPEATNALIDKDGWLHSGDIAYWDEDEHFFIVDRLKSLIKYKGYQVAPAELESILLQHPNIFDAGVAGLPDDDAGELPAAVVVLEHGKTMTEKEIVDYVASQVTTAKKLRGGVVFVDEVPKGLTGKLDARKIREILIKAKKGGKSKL
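Purified P. pyralis luciferase (10nM final) in 50mM Tris acetate pH 7.5, 10mM Mg acetate, 0.01% Tween-20, 0.05% BSA with 10uM D-luciferin and 10uM ATP. Compounds titrated qHTS. Luminescence imaged on CCD.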
GPT2 inhibitor – GPT2 alanine aminotransferase inhibition. Recombinant GPT2, coupled pyruvate oxidase/HRP Amplex Red fluorescence. Potency, µM (titrated, usually from 57.7 µM), for inactives: at the highest dose activity change, negative = inhibition, actives largely listed as inhibitors. 100,000 tested, 0.25% active; further: potency means the concentration at half of the fitted maximal effect; nearly all actives have a fitted effect of over 60% in size; many of its hits are not listed in these tables
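Fluorescence of coupled pyruvate oxidase/HRP/Amplex Red system (50uM Amplex, 30 min, dark) reports pyruvate formed by GPT2. Enzyme reaction: 10ng/uL GPT2, 2mM L-alanine, 250uM a-KG, 30 min room temperature, pH 7.5; 50uM AOA control.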
Active calls of the source: *; i = inactive; u = inconclusive; x = not tested or not shown; [ ] = another dose, or the depositor's remark. Unless noted, the call rests on the fitted dose curve; in most records, active means well fitted curve in the direction sought with a large enough effect; inconclusive means small, poorly fitted or top-dose-only effect, or another doubt; inactive means no such curve, though single readings can be large; an effect the other way counts as inactive or inconclusive. Unless noted, on the % scale 0 is the no-effect control and ±100 the full control effect. These rows are one share of the data, so the mix of outcomes need not match the whole.

Structure	SNCA viab count	NIH3T3 tox	SNCA expr inh	IP6K1 inh	HEK cytotox	FLuc inh	GPT2 inhibitor
COc1ccc(C2Cn3cnc(C(=O)N4CCC(C(=O)NC5CCCCC5)CC4)c3CO2)cc1 (stereo not given)	-4%	i	21%	-13	1%	-14%	2%
O=C(Nc1ccc(Cl)cc1)Nc1cccc(-c2cccc(N3CCCC3)n2)c1	-14%	x	x	-4	x	x	-8%
CC1=C(C(=O)NCc2ccc(C)cc2)C2(CCCCC2)OC1=O	1%	x	17%	13	x	x	x
Cc1nc2c(c(N3CCCC(COc4cccc(F)c4)C3)n1)CCNCC2 (stereo not given)	-29%	u	-13%	49	22µM*	4%	2%[11.5 µM]
Cc1[nH]cnc1CSCCn1ccnc1-c1nccn1C	15%	4%	-25%	0	i	4%	0%
Cc1cccc(C(=O)NCc2nc3ccccc3n2Cc2ccccc2Cl)c1	-11%	x	-28%	-3	x	x	x
CCOc1ccc(NC(=O)CSc2nc3ccsc3c(=O)n2CCC(C)C)cc1	7%	x	18%	6	x	x	x
C#CCN(CC=C)C(=O)c1ccccc1OC1CCN(C(=O)c2cccnc2)CC1	3%	-4%	8%	-4	3%	3%	i
CCCCN(CC)C(=O)c1nn(C)c2c1CSc1ccccc1-2	-5%	x	-16%	30	x	x	x
CC(=O)c1ccc(NC(=O)COCc2cc(-c3ccco3)on2)cc1	7%	x	u	35	x	x	x
COc1ccc(-c2nc(-c3ccccc3)nc3c2CN(C(=O)c2cccc(OC)c2)CC3)cc1	u	u	-16%	3	u	-3%	i
COc1ccc(C(=O)CCC(=O)Nc2ccc(OC)c(Cl)c2)cc1	5%	x	24%	9	x	x	x
COC[C@@H]1CN(C(=O)c2cn[nH]c2C)C[C@H]1c1ccncc1	-5%	-10%	0%	1	4%	-9%	i
COc1ncccc1-c1nc2cc(C(=O)NCCCc3ccccc3)ccc2o1	-1%[12.5 µM]	u	33%[activator]	5	u	x	-3%
COc1ccccc1C(=O)N1CCCC(c2nnc3n2CCN(C2CCCC2)C3)C1 (stereo not given)	9%	1%	-7%	-5	2%	x	5%
CCC(=O)N1CCc2cc(S(=O)(=O)NC(C(=O)Nc3ccc(C(C)=O)cc3)C(C)C)ccc21 (stereo not given)	16%	x	104%[activator]	-5	x	x	x
O=C(C1CCCN([S+](=O)([O-])c2cccc(C(F)(F)F)c2)C1)N1CCC(N2CCCC2=O)CC1 (stereo not given)	7%	-27%	-4%	10	-29%	x	u
Cc1ccc(-c2cn3c(n2)CO[C@@H](CNCc2ccccc2Cl)C3)cc1	-5%[87.6 µM]	89µM*	26%[87.6 µM]	1	89µM*	-17%[172 µM]	-10%[88.5 µM]
Cc1ccc(Cl)cc1Nc1nn2c(=O)c3ccc(C(=O)Nc4ccc(F)cc4)cc3nc2s1	4%	x	5%	15	x	x	x
CC1CN(S(=O)(=O)c2ccc3c(c2)NC(=O)CC(=O)N3)c2ccccc2O1 (stereo not given)	3%	x	-22%	-1	x	x	x
COc1cccc(CNS(=O)(=O)c2cnc(N)nc2)c1	1%	x	29%	-8	x	x	x
O=C(N[C@H]1C[C@H]2C(=O)NC[C@@H](CCC(=O)N3CCN(c4ccccn4)CC3)N2C1)c1ccccc1	8%	-7%	7%	0	-1%	1%	i
CC1CC(O)CC(C)(C)C1(O)CCO (stereo not given)	2%[87.6 µM]	x	x	-3	x	x	i
O=C(c1cccc(Cl)c1)N1CCN(c2cc(-c3cccs3)[nH]n2)CC1	8%	u	4%	22	u	12%	3%
O=C(c1ccncc1)N1CCCC(COc2ccccc2C(=O)N2CCOCC2)C1 (stereo not given)	1%	i	0%	-2	-18%	5%	i
CCCNc1ccc2ncc(-c3ccc4[nH]ncc4c3)n2n1	-41%	x	x	-21	x	x	-1%
CC(=O)N1CCN(C(=O)c2cc(-c3cccnc3)nc3c2cnn3C)CC1	2%	-12%	u	7	-1%	x	-3%
O=C(Nc1cccc(Cl)c1)c1nc2cccnc2n(Cc2ccccc2)c1=O	-6%	-1%	145%[activator]	3	u	x	i
O=C(c1cccc(=O)[nH]1)N1CC[C@@H](c2ccc3c(c2)OCO3)[C@H](O)C1	2%	i	-17%	-9	4%	11%	-21%
CCN1CCc2nc(N)oc2CC1	7%	x	-17%	0	x	x	u
COc1ccc2c(c1)CCCC2=O	5%[23.9 µM]	x	-35%[25.6 µM]	7	x	x	i
Cc1ccc(C(=O)N2CCC3(CC(c4cccc(C(F)(F)F)c4)=NO3)C2)cc1 (stereo not given)	1%	u	-15%	6	u	x	u
CN(C)C[C@@H]1CN(C)C[C@H]1NC(=O)c1cccc2[nH]ccc12	2%	0%	0%	-8	i	4%	0%
COCC1CN(C(C)=O)CC12CCN(Cc1cccc(OC)c1OC)CC2 (stereo not given)	-4%	-4%	7%	-3	-3%	3%	i
COc1ccc(/C=C/C(=O)O[C@H]2[C@H](O[C@H]3[C@@H]4C=CO[C@@H](O[C@@H]5O[C@H](CO)[C@@H](O)[C@H](O)[C@H]5O)[C@@H]4[C@@]4(CO)O[C@@H]34)O[C@@H](C)[C@H](O)[C@H]2OC(C)=O)cc1	-5%[23.9 µM]	x	x	3	x	x	3%[17.1 µM]
O=C(Cn1cc(SCc2cccc(Cl)c2)c2ccccc21)N1CCOCC1	-12%	x	110%[activator]	-9	x	x	x
O=C(NCc1cc(F)ccc1F)C1CCc2sc(C(=O)N3CCOCC3)cc2C1 (stereo not given)	-5%	-26%	7%	37	u	0%	i
Cc1noc2c(-c3cccnc3NC3CCN(C)CC3)cc(-c3ccccc3)nc12	-18%[87.6 µM]	32µM*	17%[87.6 µM]	-9	63µM*	2%[172 µM]	i
CC(C)NC(=O)N[C@H]1C[C@H]2C(=O)NC[C@@H](CCC(=O)N3CCN(C)CC3)N2C1	5%[87.6 µM]	-14%[174 µM]	22%[87.6 µM]	13	3%[172 µM]	1%[172 µM]	u
Cc1ccc(-n2nc3c(N4CCCC(C(=O)NCc5ccccc5C)C4)nnc(C)c3c2C)cc1 (stereo not given)	-12%	x	-12%	-1	x	x	x
COc1ccc(Cl)cc1NC(=O)CSc1nc(=O)n(Cc2ccco2)c2c1CCC2	u	x	u	15	x	x	x
COc1cn(CC(=O)Nc2ccccc2)c(CN2CCCCC2)cc1=O	2%	x	30%[activator]	18	x	x	x
CCc1ccccc1NS(=O)(=O)c1ccc2[nH]cc(C(=O)N(CC)Cc3ccccc3)c(=O)c2c1	-21%	x	2%	-5	x	x	x
Cc1c(C(=O)N2CCOCC(CO)C2)n(C)c2c(C)cccc12 (stereo not given)	-3%	u	7%	-5	-24%	-15%	i
Cc1ccc(C2c3cc(OCc4nc(C(=O)NC5CC5)co4)ccc3CCN2C(=O)C2CC2)cc1 (stereo not given)	3%	u	-5%	18	u	-6%	i
Cc1ccc(NC(=O)CC2Nc3cc(C)c(C)cc3NC2=O)c(C)c1 (stereo not given)	5%	x	78%[activator]	-10	x	x	x
COC(=O)c1ccccc1NC(=O)N1CCCC(Nc2ccc(OC)cc2)C1 (stereo not given)	-6%	-33%	-2%	12	-16%	9%	i
COc1cccc([S+](=O)([O-])N2CCC3(CC(c4cccnc4)=NO3)C2)c1 (stereo not given)	2%	-15%	8%	6	-18%	x	-7%

A second format for some results above.
COC(=O)c1ccccc1NC(=O)N1CCCC(Nc2ccc(OC)cc2)C1 (stereo not given)
  SNCA viab count = -6%; NIH3T3 tox = -33%; SNCA expr inh = -2%; IP6K1 inh = 12; HEK cytotox = -16%; FLuc inh = 9%; GPT2 inhibitor = i
COc1cccc([S+](=O)([O-])N2CCC3(CC(c4cccnc4)=NO3)C2)c1 (stereo not given)
  SNCA viab count = 2%; NIH3T3 tox = -15%; SNCA expr inh = 8%; IP6K1 inh = 6; HEK cytotox = -18%; FLuc inh = x; GPT2 inhibitor = -7%

The list goes on:
Fields: SNCA viab count	NIH3T3 tox	SNCA expr inh	IP6K1 inh	HEK cytotox	FLuc inh	GPT2 inhibitor
O=C(NCc1ccc(Cl)cc1)[C@@H]1Cc2nc[nH]c2CN1Cc1ccc(CO)o1
→ 0%[87.6 µM]	4%[138 µM]	-16%[87.6 µM]	5	i	0%[172 µM]	i
CC(=O)N1CCC(C2CCN(C(C)=O)C2)CC1 (stereo not given)
→ 3%[12.5 µM]	-20%	0%	24	-8%	-5%	-12%
CNC(=O)COc1ccc(NC(=O)c2ccc(-c3nn(C)c(=O)c4ccccc34)cc2)cc1
→ 6%	x	29%	-2	x	x	x
CCCCNC(=O)CN1C(=O)c2cccnc2Sc2ccccc21
→ 9%	x	-10%	15	x	x	x
CCOc1ccc(C(=O)NCCc2sc(-c3ccc(C)cc3)nc2C)cc1
→ -19%	x	10%	0	x	x	x
O=c1c(=O)n(-c2ccccc2)ccn1Cc1cccc(C(F)(F)F)c1
→ -6%	x	-2%	-2	x	x	x
Cn1nc(C(=O)NCC23CCC=C2N(CC2CC2)C(=O)CC3)c2ccccc21 (stereo not given)
→ 1%	-12%	5%	-2	-8%	0%	2%
Cn1cc(CN2CCc3c([nH]n(CCO)c3=O)C2)c(-c2ccccc2)n1
→ 9%	-11%	14%	12	1%	-3%	-18%

Entries above containing a furan ring, fused or not, in the order listed:
Fields: SNCA viab count	NIH3T3 tox	SNCA expr inh	IP6K1 inh	HEK cytotox	FLuc inh	GPT2 inhibitor
CC(=O)c1ccc(NC(=O)COCc2cc(-c3ccco3)on2)cc1
→ 7%	x	u	35	x	x	x
COc1ccc(Cl)cc1NC(=O)CSc1nc(=O)n(Cc2ccco2)c2c1CCC2
→ u	x	u	15	x	x	x
O=C(NCc1ccc(Cl)cc1)[C@@H]1Cc2nc[nH]c2CN1Cc1ccc(CO)o1
→ 0%[87.6 µM]	4%[138 µM]	-16%[87.6 µM]	5	i	0%[172 µM]	i

Screening results deposited in PubChem by National Center for Advancing Translational Sciences (NCATS).
